# Screening results: PubChem, several laboratories
# IMP-1 inhibitor: IMP-1 metallo-beta-lactamase inhibitors, primary screen, biochemical, epi-absorbance readout, Pseudomonas aeruginosa enzyme | metallo-beta-lactamase IMP-1 (Pseudomonas aeruginosa) | purified IMP-1, nitrocefin hydrolysis, epi-absorbance fluorescence | inhibition, % at 5.6 µM | actives 0.45% (n = 290,000) | AID 1556, 2009;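 active means inhibition above the mean plus 3 SD of all compounds in the same screening run, cut at about 4.5% in these data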;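 further: 0% = IMP-1 with DMSO and 100% = DMSO wells lacking enzyme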
#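 system = purified recombinant IMP-1 beta-lactamase | amount = 0.2 nM IMP-1, as dispensed | medium = HEPES buffer pH 7.1 with ZnSO4 and Brij 35 | times = 25 °C, 15 min preincubation, 25 min reaction | detection = plate fluorescence quenching by hydrolysis product, ex 480/em 530 nm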
# PHOSPHO1 block: PubChem AID 1565. Phosphoethanolamine/phosphocholine phosphatase (Homo sapiens), Q8TCT1. recombinant PHOSPHO1, absorbance phosphatase assay. actives 1.1% (n = 290,000). inhibition, % at 13.3 µM; in the data active means inhibition above about 60%
# VIM-2 inh: VIM-2 metallo-beta-lactamase inhibitors, primary screen, biochemical, epi-absorbance readout, Pseudomonas aeruginosa enzyme; purified VIM-2, nitrocefin hydrolysis, epi-absorbance fluorescence; inhibition, % at 5.6 µM; actives 0.89% (n = 290,000); AID 1527, 2009;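 active means inhibition above the mean of all tested compounds plus 3 SD, cutoff set per screening run, cut at about 7.5% in these data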;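 further: red hydrolysis product quenches plate fluorescence so inhibitors raise well fluorescence; 0% = enzyme with DMSO and 100% = DMSO without enzyme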
# HCV NS3 hel inh: inhibitors of HCV NS3 helicase, primary screen, biochemical, Cy5 molecular beacon fluorescence; inhibition, % at 10.9 µM; Hepatitis C virus NS3 helicase; actives 0.56% (n = 290,000); NS3 helicase DNA unwinding;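 active means inhibition above the mean of all tested compounds plus 3 SD, set per campaign, cut at about 35% in these data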;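 further: 0% = DMSO wells and 100% = thioflavine S control wells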
#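 System: HCV NS3 helicase fragment; control set: DMSO and thioflavine S; technique: Cy5 fluorescence at 0 and 60 min, beacon hairpin quenching; reagent: beacon DNA duplex substrate plus ATP; replicates: singlicate; schedule: 1 h reaction at 25 °C, ATP-initiated; medium: MOPS buffer pH 6.5 with MgCl2, DTT, Tween20, BSA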
# GPR7 antagonist: GPR7 receptor antagonists, primary screen, cell-based, fluorescence, single concentration | inhibition, % at 4.4 µM | Neuropeptides B/W receptor type 1 (Homo sapiens), P48145 | GPR7-expressing cells, fluorescence antagonist assay | actives 1.1% (n = 290,000) | AID 1861, 2009; in the data active means inhibition above about 16%, passing the limit was not always enough;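 further: cells stimulated with the agonist NPW; 0% = agonist with vehicle and 100% = vehicle without agonist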
# Target sequence (P48145 whole entry, looked up): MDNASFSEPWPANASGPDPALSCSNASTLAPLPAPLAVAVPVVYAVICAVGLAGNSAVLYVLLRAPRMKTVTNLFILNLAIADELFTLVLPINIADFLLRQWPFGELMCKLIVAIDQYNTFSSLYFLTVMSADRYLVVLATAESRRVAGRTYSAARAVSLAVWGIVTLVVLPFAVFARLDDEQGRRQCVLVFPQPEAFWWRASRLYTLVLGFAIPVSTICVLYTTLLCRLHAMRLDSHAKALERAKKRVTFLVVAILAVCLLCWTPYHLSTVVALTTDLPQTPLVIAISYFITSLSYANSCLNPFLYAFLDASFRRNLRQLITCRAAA
# V1aR counter: agonists of human V1a receptor, primary screen, counter-screen for OXTR agonist project, fluorescence, CHO-V1R cells. actives 0.25% (n = 320,000). Vasopressin V1a receptor (Homo sapiens), P37288. AID 2797, 2010. activation, % at 3 µM. Fluo-8 calcium fluorescence, agonist mode; 0% DMSO, 100% 3 nM vasopressin;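 active means activation above the mean activation of all tested compounds plus 3 SD, per screening run, cut at about 20% in these data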;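 further: signal is peak over basal fluorescence ratio across a 100 second FLIPR read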
# Target sequence (P37288 whole entry, looked up): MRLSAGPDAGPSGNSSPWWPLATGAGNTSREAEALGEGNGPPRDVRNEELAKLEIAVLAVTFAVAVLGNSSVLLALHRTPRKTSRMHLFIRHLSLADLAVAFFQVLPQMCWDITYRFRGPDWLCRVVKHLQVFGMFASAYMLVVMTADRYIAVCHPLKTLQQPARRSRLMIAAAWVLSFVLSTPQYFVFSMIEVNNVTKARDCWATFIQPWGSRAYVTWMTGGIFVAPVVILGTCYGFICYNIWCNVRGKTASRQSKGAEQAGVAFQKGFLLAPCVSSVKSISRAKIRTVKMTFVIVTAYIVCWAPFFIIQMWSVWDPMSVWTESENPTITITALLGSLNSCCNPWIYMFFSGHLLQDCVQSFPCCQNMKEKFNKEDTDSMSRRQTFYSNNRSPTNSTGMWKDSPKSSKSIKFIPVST
# FID counter: compounds displacing fluorescent DNA intercalator, primary screen, artefact control for HCV NS3 helicase inhibitor project, biochemical, FID fluorescence; DNA fluorescent intercalator displacement; inhibition, % at 7.9 µM; actives 0.17% (n = 290,000); AID 1845, 2009; in the data active means inhibition above about 37%;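 further: 0% = vehicle and 100% = reference compound; higher means more ethidium bromide displaced from hairpin DNA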
# GalR3 antagonist: GalR3 antagonists in HEK293 cells, primary screen, cell-based, fluorescence readout | Galanin receptor type 3 (Homo sapiens), O60755 | HEK293 GalR3-CNG cAMP membrane potential fluorescence; galR3 body fused to GalR1 C-terminus | inhibition, % at 3 µM | actives 0.44% (n = 360,000) | AID 651719, 2012;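 active means inhibition above the screen-wide average plus 3 SD, cut at about 13% in these data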;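 further: forskolin and galanin both at EC90 stimulate the cells; cAMP rise reported by CNG channel membrane potential dye signal; 0% = forskolin plus galanin with DMSO and 100% = forskolin alone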
# Target sequence (O60755 1-299 limits assumed): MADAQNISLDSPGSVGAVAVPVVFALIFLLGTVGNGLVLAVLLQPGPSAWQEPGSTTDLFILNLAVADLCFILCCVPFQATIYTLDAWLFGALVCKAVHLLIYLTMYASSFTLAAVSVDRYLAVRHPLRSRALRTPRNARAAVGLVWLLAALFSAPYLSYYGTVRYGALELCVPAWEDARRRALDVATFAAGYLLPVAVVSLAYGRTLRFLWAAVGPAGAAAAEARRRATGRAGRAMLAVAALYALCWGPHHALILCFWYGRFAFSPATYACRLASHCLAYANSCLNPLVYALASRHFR
# OXTR agonist: human OXTR agonists, primary screen, fluorescence, CHO-OTR cells, Fluo-8 calcium. activation, % at 3 µM. AID 2435, 2010. Fluo-8 calcium fluorescence; normalized: DMSO 0%, oxytocin 100%. actives 0.32% (n = 320,000);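 active means activation above the mean of all tested compounds plus 3 SD, cutoff set per screening run, cut at about 20% in these data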;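 further: peak over basal fluorescence ratio from a 100 s FLIPR kinetic read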
# Numbers without * were called inactive; · = not tested or not shown.
SMILES,IMP-1 inhibitor,PHOSPHO1 block,VIM-2 inh,HCV NS3 hel inh,GPR7 antagonist,V1aR counter,FID counter,GalR3 antagonist,OXTR agonist
CC(=O)Nc1ccc(C(=O)CSc2nnc3scc(-c4ccccc4)n23)cc1,-3.0,11,-2.4,-1,-5,0.1,-4,-7,-0.9
CCCCCOc1ccc(NC(=O)C2OC3OC(C)(C)OC3C3OC(C)(C)OC23)cc1 (stereo unspecified),-4.3,-9,-0.8,0,6,-0.2,-6,-5,-0.4
Cc1ccc2nc(N3CCN(C)CC3)c(C#N)cc2c1,-3.5,5,-1.4,-2,-11,0.4,3,-2,0.1
FC(F)(F)c1nnc2ccc(N3CCN(c4ccccc4)CC3)nn12,4.1,15,-4.5,4,-4,3.8,-4,-3,-0.5
CN(c1ccccc1)C1CCCCC1NS(=O)(=O)c1ccc(Cl)cc1 (stereo unspecified),0.2,11,-1.4,-7,-15,6.1,-12,-7,-2.3
Cc1ccc(CN2C3CCCC2CC(NC(=O)c2ccc(F)cc2)C3)cc1 (stereo unspecified),-3.4,8,-1.0,1,-6,0.0,12,-12,1.4
Cc1nn(C)c(Cl)c1CN1CCCC(CO)(Cc2cccc(Cl)c2)C1 (stereo unspecified),-1.2,52,0.4,2,4,2.8,6,-8,-0.2
CC(NC(=O)Nc1ccccc1)C(c1ccccc1)N1CCOCC1 (stereo unspecified),-1.9,6,-1.7,1,-7,0.2,-1,1,-0.5
CCOc1cc(C)c(Cl)cc1S(=O)(=O)NCCOC,1.0,-15,-2.3,7,1,0.6,-5,0,0.5
O=C(NC1CCS(=O)(=O)C1)C1C2CC3CC(C2)CC1C3 (stereo unspecified),-0.3,8,1.6,1,8,-0.2,0,1,-0.2
O=C(O)CNC(=O)c1ccc(NC(=O)/C(=C/c2ccccc2)NC(=O)c2ccccc2Br)cc1,-1.4,44,-2.1,3,16,·,-36,-7,·
CCNC(=O)c1ccc(C2SCC(=O)N2CCc2ccccc2)cc1 (stereo unspecified),-1.9,-3,-5.6,-4,15,2.8,-20,-4,0.2
CCOc1ccc(C(=O)Nn2cnnc2)cc1OCC,-1.3,8,-1.3,4,1,0.3,-9,6,0.3
Cc1ccsc1C(=O)N1CCN(c2ncc(C(F)(F)F)cc2Cl)CC1,-2.2,15,1.5,0,-6,5.6,-36,-4,2.6
Cn1cccc1/C=N/NC(N)=S,-1.2,47,-2.3,8,-9,0.3,-5,0,0.9
Oc1c(C(c2ccco2)N2CCOCC2)sc2ncnn12 (stereo unspecified),-0.6,90*,0.0,0,1,0.9,-4,·,0.3
Cc1onc(-c2ccccc2)c1C(=O)Nc1nncs1,-2.0,18,1.0,-4,-7,-0.1,-1,-3,0.6
CCn1ccnc1CN(C)Cc1cn(-c2cccc(C)c2)nc1-c1cccc(F)c1,-0.3,24,0.1,-57,-10,0.1,15,-3,0.5
O=[N+]([O-])c1ccc(N=NNc2ccccc2)cc1,-3.2,-7,-0.2,-19,14,-1.2,9,·,-2.4
Cc1nc(Oc2ccc(Cl)cc2)c2oc3ccccc3c2n1,0.8,-33,0.3,0,3,0.3,2,-4,-0.8
COc1ccc(NC(=O)COC(=O)c2ccc(F)cc2F)cc1,-4.8,6,-5.3,3,-9,0.1,0,-3,0.5
Cc1ccc(N(CC(=O)NCCSCc2ccco2)S(=O)(=O)c2ccc(F)cc2)cc1,-2.1,35,-2.1,5,0,-0.5,-29,-2,-3.0
CC1(C)Cc2nc3sc4c(N(CCO)CCO)ncnc4c3cc2CO1,-6.6,-3,-4.9,-2,-9,1.3,-15,-2,-0.1
COc1ccc(OCC(=O)N/N=C(\C)CC(=O)Nc2cccc([N+](=O)[O-])c2)cc1,-4.4,8,-3.2,-2,-3,-1.5,-5,-5,-1.3
COc1ccc(N2CCN(C(=O)C3=NNC(=O)CC3)CC2)cc1,-4.3,11,-0.8,-7,-4,0.2,-1,-4,-0.7

# Sorted by SMILES length (falling): eight of the compounds above.
SMILES,IMP-1 inhibitor,PHOSPHO1 block,VIM-2 inh,HCV NS3 hel inh,GPR7 antagonist,V1aR counter,FID counter,GalR3 antagonist,OXTR agonist
CCCCCOc1ccc(NC(=O)C2OC3OC(C)(C)OC3C3OC(C)(C)OC23)cc1 (stereo unspecified),-4.3,-9,-0.8,0,6,-0.2,-6,-5,-0.4
Cc1ccc(CN2C3CCCC2CC(NC(=O)c2ccc(F)cc2)C3)cc1 (stereo unspecified),-3.4,8,-1.0,1,-6,0.0,12,-12,1.4
Cc1nn(C)c(Cl)c1CN1CCCC(CO)(Cc2cccc(Cl)c2)C1 (stereo unspecified),-1.2,52,0.4,2,4,2.8,6,-8,-0.2
CN(c1ccccc1)C1CCCCC1NS(=O)(=O)c1ccc(Cl)cc1 (stereo unspecified),0.2,11,-1.4,-7,-15,6.1,-12,-7,-2.3
FC(F)(F)c1nnc2ccc(N3CCN(c4ccccc4)CC3)nn12,4.1,15,-4.5,4,-4,3.8,-4,-3,-0.5
CC(NC(=O)Nc1ccccc1)C(c1ccccc1)N1CCOCC1 (stereo unspecified),-1.9,6,-1.7,1,-7,0.2,-1,1,-0.5
CCOc1ccc(C(=O)Nn2cnnc2)cc1OCC,-1.3,8,-1.3,4,1,0.3,-9,6,0.3
Cn1cccc1/C=N/NC(N)=S,-1.2,47,-2.3,8,-9,0.3,-5,0,0.9

# New compounds follow
SMILES,IMP-1 inhibitor,PHOSPHO1 block,VIM-2 inh,HCV NS3 hel inh,GPR7 antagonist,V1aR counter,FID counter,GalR3 antagonist,OXTR agonist
O=C(Nc1ccc(S(=O)(=O)NCc2ccccc2)cc1)Nc1ccc2c(c1)OCO2,-3.4,27,-3.7,-9,11,11,2,·,11
Cc1ccc(C(=O)NC2CC3CCCC(C2)N3C(=S)NCc2ccco2)cc1 (stereo unspecified),-2.6,-57,-4.0,-5,-9,-0.2,-13,-4,-0.7
CCOC(=O)N1CCN(C(=O)c2ccc(Cn3c(=S)[nH]c4cc(OCC)c(OCC)cc4c3=O)cc2)CC1,-2.4,-15,-2.8,-5,-21,-0.3,-5,-3,-0.9
CC(C)(C)c1cc(=O)n2c(C#N)c(C#N)nc2[nH]1,-4.0,-26,-4.0,1,-7,0.4,-3,-1,-0.7
CCCn1c(=O)[nH]c(=O)c2c1nc(-c1ccc(OC)c(Br)c1)n2CCOC,-3.6,13,-1.2,3,-9,-1.2,-5,-2,-1.1
CC(C)c1ccc(NC(=O)COc2ccc(S(=O)(=O)N3CCOCC3)cc2)cc1,-2.9,-14,1.3,9,6,2.0,-5,3,2.2
CCOC(=O)C(NC(C)=O)C(OC(C)=O)c1cccc(N(CCO)CCO)c1 (stereo unspecified),-1.4,7,0.2,1,-8,2.2,4,1,0.7
CCC(Oc1ccccc1)C(=O)Nc1nnc(C)s1 (stereo unspecified),-2.1,-7,-2.8,0,-4,1.7,-4,-5,0.6
O=C1CC(Nc2ccc3ccccc3c2)C(=O)N1Cc1ccccc1 (stereo unspecified),-0.5,24,5.0,-5,-4,1.5,-7,-1,-0.2
COc1ccc(N(CC(=O)NCCC2=CCCCC2)S(=O)(=O)c2ccccc2)cc1OC,-1.5,34,-1.1,-7,-12,-1.8,-14,-5,-2.9
O=C(CSc1ncccn1)NC(=O)NCc1ccccc1,-2.6,-25,1.1,-1,-8,-0.8,-5,1,0.3
COc1ccc(CCN(C)C(=O)c2ccc(COc3ccccc3)o2)cc1OC,-4.0,23,1.2,-6,-15,3.4,-35,0,1.0
Cc1cc(C(=O)COC(=O)c2ccncc2)c(C)n1CCc1ccc(F)cc1,1.1,-16,-1.9,11,4,2.4,-16,-6,2.9
CC(C)OC(=O)CSc1nnc(-c2cnccn2)n1C,-4.0,0,-2.6,-3,-12,1.0,-4,1,0.1
Cc1cc(C)c2nc(N3C(=O)C(O)=C(C(=O)c4ccco4)C3c3ccco3)sc2c1 (stereo unspecified),-1.6,35,-2.3,9,-7,0.3,-19,7,-1.6
COc1ccccc1N1CCN(C(CNS(C)(=O)=O)c2cccnc2)CC1 (stereo unspecified),-3.1,10,-2.1,-7,14,0.0,-7,-4,0.1
Nc1nc(N)c2ncc(C(=O)CCc3ccccc3)nc2n1,-0.9,25,-1.7,3,8,2.7,9,0,-0.4
Cc1ccc(C=C2C(=O)c3ccccc3C2=O)s1,1.2,7,5.4,24,12,0.5,3,-4,0.1
COc1ccc(S(=O)(=O)NCCc2ccccc2)cc1,-3.8,-1,-2.4,1,7,1.3,-4,1,0.0
CN1CCN(C(=S)c2ccc(N(C)C)cc2)CC1,-0.8,38,-1.6,1,-2,-0.3,3,-7,0.0
COc1cccc(CN(C)C(=O)CCc2nnc(-c3ccsc3)o2)c1,-2.0,20,-1.3,-6,-4,-0.4,-20,-2,-0.1
COc1ccccc1N1CCN(C(=O)c2c(-c3ccccc3)noc2C)CC1,-1.6,14,-1.5,-7,-12,0.1,-31,6,-0.4
Oc1ccc(-c2cn3c(n2)SCC3)cc1,0.0,98*,1.0,6,-10,1.5,5,-4,0.6
Cc1ccc2c(c1)C1CC(C)(O2)N(c2cccc(C(=O)NCc3ccccn3)c2)C(=O)N1 (stereo unspecified),-4.6,38,-3.1,2,-17,1.9,-46,-8,1.1
OCCCN=c1cc(-c2ccccc2)oc2ccc(Cl)cc12,-2.3,16,-1.8,-6,-5,-1.0,-4,2,-1.0
Cc1cc(C)c(C#N)c(Nc2ccc(F)cc2)n1,1.1,45,1.2,-1,-2,-0.4,-4,-3,-2.8
CCOC(=O)c1cc(-c2ccccc2)sc1NC(=O)C(C)OC(=O)c1cccnc1Cl (stereo unspecified),-2.3,-10,-0.2,3,-7,0.5,-2,-6,-0.5
Cc1ccc(NCc2nnc(SCC(=O)O)n2Cc2ccccc2)cc1Cl,-1.8,32,-1.3,15,-2,-0.4,-29,-2,-1.3
COc1ccc(CS(=O)(=O)c2nc(C)cc(C)c2S(C)(=O)=O)cc1,-0.8,28,0.8,-2,-8,2.2,-10,-8,0.5

# Outcome played no part in choosing rows. Share with any hit: about 4.3%.
